Compound activity: PubChem, National Center for Advancing Translational Sciences (NCATS)
DT40 TDP1 no CPT = qHTS for Inhibitors of human tyrosyl-DNA phosphodiesterase 1 (TDP1): qHTS in cells in absence of CPT | DT40 Tdp1-/- hTDP1 cells, no CPT, ATP luminescence, 48 h | Potency, µM (highest dose often 46.2 µM), inactives show at the top dose activity change, negative = growth inhibition, most hits filed as inhibitors | 420,000 compounds, 15% hits; also: nearly all actives have a fitted effect of over 55% in size
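Growth kinetics read by CellTiter-Glo luminescence after ≥48 hr at 37 °C. Cells: DT40 Tdp1-/- stably carrying human TDP1, 400 per well, compound exposure in the absence of CPT (DMSO vehicle).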
N370S GC = qHTS Assay for Inhibitors and Activators of N370S glucocerebrosidase as a Potential Chaperone Treatment of Gaucher Disease; Potency, µM (highest dose often 59.4 µM), without a hit: at the highest dose activity change, negative = inhibition, actives largely listed as inhibitors; N370S GC spleen homogenate, 4MU-glucoside fluorescence; 330,000 compounds, 0.092% hits; Lysosomal acid glucosylceramidase (Homo sapiens), P04062;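 also: 0% = full enzyme activity and -100% = no enzyme basal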
TDP1 block = qHTS Assay for Inhibitors of Tyrosyl-DNA Phosphodiesterase (TDP1) | Potency, µM (doses to about 130 µM), for inactives: at the highest dose activity change, negative = inhibition, most hits filed as inhibitors | 350,000 compounds, 0.28% hits | recombinant TDP1, AlphaScreen DNA substrate cleavage; also: nearly all actives have a fitted effect of over 40% in size
Target sequence (Q9NUW8 whole entry, looked up): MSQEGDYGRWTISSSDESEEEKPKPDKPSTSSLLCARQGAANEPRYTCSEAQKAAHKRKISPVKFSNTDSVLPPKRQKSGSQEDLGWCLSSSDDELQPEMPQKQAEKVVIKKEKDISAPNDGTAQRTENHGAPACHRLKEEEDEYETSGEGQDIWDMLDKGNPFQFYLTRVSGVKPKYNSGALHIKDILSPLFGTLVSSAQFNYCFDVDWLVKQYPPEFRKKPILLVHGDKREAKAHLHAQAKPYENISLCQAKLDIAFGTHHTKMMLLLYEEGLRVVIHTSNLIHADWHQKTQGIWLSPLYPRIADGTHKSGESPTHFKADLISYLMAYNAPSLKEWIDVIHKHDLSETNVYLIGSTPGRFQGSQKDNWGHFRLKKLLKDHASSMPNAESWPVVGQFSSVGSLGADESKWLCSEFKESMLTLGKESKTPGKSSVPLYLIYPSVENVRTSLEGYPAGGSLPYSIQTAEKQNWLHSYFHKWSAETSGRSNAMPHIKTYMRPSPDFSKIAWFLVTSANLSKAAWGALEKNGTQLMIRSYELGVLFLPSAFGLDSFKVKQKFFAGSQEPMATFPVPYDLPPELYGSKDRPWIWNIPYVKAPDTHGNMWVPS
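Enzyme-compound mixtures sat 15 min at room temperature, followed by a 5 min reaction with 15 nM final substrate and 10 min with AlphaScreen beads. Recombinant human Tdp1 was used at 1 nM final.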
An asterisk follows results filed as active; ? = inconclusive; . = not tested or not shown; & = joins results of further samples; [ ] = remark or other dose. Calls follow the shape of the dose curve; as a rule, active = well fitted curve in the direction sought with a large enough effect; inconclusive = small, poorly fitted or top-dose-only effect, or another doubt; inactive = no such curve, though single readings can be large; an effect the other way counts as inactive or inconclusive. Unless noted, % is scaled to controls: 0 for no effect and ±100 for the full control effect; potency is read from the fitted curve at half-maximal effect. Not all compounds are listed, so the mix of outcomes need not match the whole.

Values run as follows: DT40 TDP1 no CPT, N370S GC, TDP1 block
- Cc1ccc(CN(C)C(=O)COC(=O)CSc2cc(C)c3ccccc3n2)cc1
  -20%, ., -4%
- COc1ccc(C2=NN(C(=O)CSc3nnnn3C)C(c3ccco3)C2)cc1 (stereo not drawn)
  ?, ., 3%
- O=C(NC(=S)Nc1ccccc1N1CCOCC1)c1ccc(-c2ccccc2F)o1
  23µM*, 2%, 1%
- CSCC[C@H](NC(=O)OC(C)(C)C)C(=O)N1CCC(C(=O)N[C@@H](C)C(=O)O)CC1
  -4%, 7%, 6%
- Cc1[nH]c2c(ccc3cccnc32)c1C
  -27%, -11%, 7%
- O=C(CSc1nccn1-c1ccccc1)c1ccc(Cl)cc1
  ?, 8%, 9%
- Cc1oc(-c2ccccc2Cl)nc1CS(=O)CC(=O)NCCCN1CC(C)CC(C)C1 (stereo not drawn)
  22%, ?, 0%
- CC(C)(C)c1ccc(S(=O)(=O)N2CCC(Oc3ccc(-n4cnnn4)cc3)CC2)cc1
  10µM*, ., 5%
- COc1cccc(C(=O)Nc2ccc3ccccc3c2)c1
  ?, 6%, .
- Cc1ccc(/C=N/n2c(-c3cccnc3)n[nH]c2=S)s1
  -20%, -1%, 5%
- COc1cc(/C=C2/C(=O)ON=C2C)cc(Cl)c1O
  ?, -6%, .
- CCCCNc1nc(C)nc2c1nc(-c1ccccc1)n2CCCN1CCCCC1C (stereo not drawn)
  ., -10%, 1%
- O=C(CSc1ccc(-c2ccccn2)nn1)NCc1ccccc1
  4%, 9%, 3%
- Cc1nn(-c2ccccc2)c(Cl)c1C(=O)NCc1cccs1
  ?, 5%, 0%
- OC1CCCN(Cc2cn(Cc3ccccc3)nc2-c2cc3ccccc3o2)C1 (stereo not drawn)
  18µM*, -6%, 2%
- Nc1nonc1-n1nnc(C(=O)N/N=C/c2ccc3c(c2)OCO3)c1-c1ccccc1
  3%, 19%, -4%
- Cc1cccc2cc(CN(Cc3ccc4c(c3)OCO4)Cc3nnnn3C3CCCC3)c(=O)[nH]c12
  16µM*, 26%, 3%
- CCC(C)NC(=O)Nc1ccc(F)c(Cl)c1 (stereo not drawn)
  -2%, -2%, -3%
- COc1ccccc1-c1nnc2n1N=C(c1c(OC)cccc1OC)CS2
  ., -2%, 4%
- CCn1c(CC2C(=O)Nc3ccccc32)nc2ccccc2c1=O (stereo not drawn)
  ?, ., 5%
- OC(CNC1CCCC1)COc1ccc(F)cc1 (stereo not drawn)
  -3%, 3%, .
- c1ccc(-c2cncnc2)nc1
  -8%, ., 1%
- CSCC[C@H](NC(=O)OC(C)(C)C)C(=O)N1CCC(C(=O)N[C@@H](Cc2c[nH]c3ccccc23)C(=O)O)CC1
  -2%, 0%, .
- CCC(Sc1ncccc1C(=O)O)C(=O)N1CCCC1 (stereo not drawn)
  -2%, -2%, .
- O=C1CC(c2nnc(Cc3ccc(F)cc3)o2)CN1c1ccccc1 (stereo not drawn)
  -3%, ., -2%
- CCn1ccc(C(=O)NC2=NCCS2)n1
  ?, 24%, 4%
- CC(C)N(C)Cc1nnnn1CC(=O)NCCc1cccc(C(F)(F)F)c1
  -9%, -5%, 5%
- CCn1c(C)[n+](CC)c2ccc(S(=O)(=O)NC)cc21
  4%, 2%, 2%
- N#CC1=C(N)OC2=C(C(=O)CC(c3ccccc3)C2)C1c1cccnc1 (stereo not drawn)
  ?, 22%, 4%
- Cn1c(=O)c([N+](=O)[O-])c(N2CCN(Cc3ccc4c(c3)OCO4)CC2)c2ccccc21
  8.2µM*, 6%, .

Three entries from above, ordered by molecular weight, low to high.
Values run as follows: DT40 TDP1 no CPT, N370S GC, TDP1 block
- c1ccc(-c2cncnc2)nc1
  -8%, ., 1%
- COc1cccc(C(=O)Nc2ccc3ccccc3c2)c1
  ?, 6%, .
- O=C(NC(=S)Nc1ccccc1N1CCOCC1)c1ccc(-c2ccccc2F)o1
  23µM*, 2%, 1%

(list continues)
Values run as follows: DT40 TDP1 no CPT, N370S GC, TDP1 block
- N#CCCN/N=C(\Cc1nc2ccccc2[nH]1)c1ccccc1
  ?, 4%, 9%
- CN(CC(=O)Nc1cccc(S(=O)(=O)N2CCCC2)c1)Cc1ccccc1
  ?, ., 2%
- Cc1cccc(NC(=O)C2C3C=CC(C4CC34)C2C(=O)O)c1 (stereo not drawn)
  ?, 13%, -3%
- NC(N)=NCCN1CCCCCCC1
  -27%, 10%, 8%&4%[56.1 µM]
- Cc1ccc(S(=O)(=O)N2CCCCC2)cc1NC(=O)c1cncc(Br)c1
  ?, 4%, 7%
- CN(C)Cc1ccccc1-c1cncnc1Nc1ccccc1
  -10%, 25%, .
- O=C(CN(C(=O)c1csnn1)c1cccc2ccccc12)NCc1ccc(F)cc1
  ?, 6%, 0%
- CCN(C(=O)COC(=O)/C=C/c1nc2ccccc2s1)C1CCS(=O)(=O)C1 (stereo not drawn)
  -9%, 14%, 1%
- CC(C)C(=O)NN(C(=O)c1ccccc1)c1ccccc1
  25%, 1%, 6%
- OCC1CCCN(Cc2cn(Cc3ccccc3)nc2-c2cc3ccccc3o2)C1 (stereo not drawn)
  ?, -17%, 3%
- COc1ccc2c(c1)[nH]c1c(=O)n(Cc3ccncc3)cnc12
  2%, 1%, 6%
- Cc1nnc(N/N=C/c2ccc(-c3ccccc3F)o2)n1N
  -7%, -12%, 8%
- O=C(NN=C(Cc1ccccc1)Cc1ccccc1)C1CC1
  1%, 6%, 5%
- Cc1c(C(=O)NCc2ccccc2)oc2ccc(S(=O)(=O)N3CCC(C)CC3)cc12
  9.2µM*, ., 0%
- COc1ccc(CCn2c3c(c(=O)[nH]c2=S)CN(C(C)C)CN3)cc1OC
  ?, ., 2%
- Cc1ccc(Cn2cc(CCC(=O)NCc3ccc(OC(C)C)cc3)c3ccccc32)cc1
  ?, ., -3%
- COc1ccc2c(c1)O[C@@H](c1cccc(C(F)(F)F)c1)[C@H](OC(=O)N[C@H](C)C1CCCCC1)C2=O
  ., -1%, 5%
- COc1cc2c(=O)n(CCC(=O)NCC3CCCO3)c(=O)n(CC(=O)Nc3ccc(C)cc3C)c2cc1OC (stereo not drawn)
  -15%&-2%, -3%, -7%&3%
- Cc1ccc2[nH]c3c(N4CCOCC4)ncnc3c2c1
  ?, 0%, -2%
- CC(=O)c1cc(F)c(N2CCOCC2)cc1C
  1%, -7%, 4%
- O=C(CSc1nnc(CNC(=O)c2cccc(F)c2)n1-c1ccccc1)Nc1ccccc1F
  -26%, ., 5%
- COc1cc(/C=C2/SC(=S)N(c3ccccc3)C2=O)ccc1Oc1nc(N2CCOCC2)nc(N2CCOCC2)n1
  -13%, 9%, 4%
- Cc1ccc(C)c(SCC(=O)Nc2cc(C)nn2-c2ccc(F)cc2)c1
  ., -2%, 3%
- O=C(C1COc2ccccc2O1)N1CCN(Cc2ccc(Br)cc2F)CC1 (stereo not drawn)
  ?, 0%, 8%
- CCCOc1cccc(C(=O)N/N=C/c2coc3ccccc3c2=O)c1
  -4%, -14%, -16%
- O=c1c(-c2cccs2)nc2cnc(N3CCNCC3)nc2n1CCc1ccccc1
  ?, -15%, .
- CCCCOc1ccc(C(O)(CCC)CCN2CCOCC2)cc1 (stereo not drawn)
  16µM*, -30%, 3%
- Fc1ccc(-n2nnc(-c3cnc4ccccc4c3)n2)cc1
  -10%, 7%, 3%
- CCNc1nc(SCC(N)=O)nc2sc3c(c12)CCN(C)C3
  ?, ?, .
- C=C(C)Cn1c(SCCCO)nc2c1c(=O)[nH]c(=O)n2C
  -10%, 10%, 0%

Already shown: two of the compounds above.
Values run as follows: DT40 TDP1 no CPT, N370S GC, TDP1 block
- N#CCCN/N=C(\Cc1nc2ccccc2[nH]1)c1ccccc1
  ?, 4%, 9%
- CN(CC(=O)Nc1cccc(S(=O)(=O)N2CCCC2)c1)Cc1ccccc1
  ?, ., 2%

Additional structures.
Values run as follows: DT40 TDP1 no CPT, N370S GC, TDP1 block
- Cc1cc(NC(=O)COc2ccc(Cl)cc2Cl)n(CCC#N)n1
  ?, 4%, 4%
- COc1ccc(OC)c(-c2cnc(OC(C)(C)C)nc2OC(C)(C)C)c1
  8.2µM*, 7%, 5%
- COc1ccc(NC(=O)CCCN2C(=O)CN(C)C2=O)cc1Cl
  -9%, ., 1%
- CS(=O)(=O)c1ccc(C(=O)OCC(=O)N2CCCC2)cc1[N+](=O)[O-]
  4µM*, ., 1%
- CC1(C)Nc2ccccc2C(=O)N1NC(=O)c1ccccc1
  -18%, -17%, 1%
- Cc1ccc(C(C)C)cc1OCC(=O)N/N=C/c1ccc2c(c1)OCCO2
  ?, ?, 5%
- COc1ccc2[nH]c3c(c2c1)CCN1C(=O)C(CC(=O)NCc2ccc(OC)c(OC)c2)C[C@H](C(=O)N2CCOCC2)[C@@]31C (stereo partly drawn)
  -15%, ., 1%[56.1 µM]
- COc1ccc(CN(C)S(=O)(=O)c2nnc(NC(=O)c3cccc(OC)c3)s2)cc1
  2%, 0%, 5%
- COc1ccccc1Nc1ncnc2ccc(C)cc12
  ?, 5%, 0%
- CC1=C(c2ccc(C)c(C)c2)S(=O)(=O)N=C1N1CCC(C(=O)N2CCC(C)CC2)CC1
  6.5µM*, ., 8%
- Cc1cc(NCc2ccco2)n2c(nc3ccccc32)c1C#N
  ?, 18%, 6%
- O=C(/C=C/c1ccccc1)OCC(=O)c1c[nH]c2ccccc12
  ?, ., -1%
- Cc1oc(-c2ccccc2Cl)nc1CN1CCCCC1CO (stereo not drawn)
  8%, -10%, 4%
- NC(=O)c1cnn2c(C(F)(F)F)cc(-c3ccc(F)cc3)nc12
  ?, -22%, 3%
- Cc1c(NC(=O)CSc2nnc(C(C)Oc3ccc(Cl)cc3)n2-c2ccccc2)c(=O)n(-c2ccccc2)n1C (stereo not drawn)
  ?, 6%, 1%
- Cc1c(C)n(C)c2ccc(C(=O)NCCCN3CCCC3)cc12
  -14%, 0%, 7%
- Cc1ccc(C(=O)CSc2nnc(-c3c[nH]c4ccccc34)o2)cc1
  -6%, 27%, 0%
- COc1ccc(NC(=O)CSC2=Nc3ccccc3C3=NC(CCC(=O)NC4CCCCC4)C(=O)N23)cc1Cl (stereo not drawn)
  23µM*, ., 5%
- Cn1cc(Br)c(C(=O)NC2CCCCCC2)n1
  1%, 14%, 4%
- Cn1c(C(=O)N2CCCC(C(=O)O)C2)cc2sccc21 (stereo not drawn)
  1%, 20%, -1%
- O=C(Oc1ccccc1C(=O)Nc1ccccc1)c1ccc(Br)c([N+](=O)[O-])c1
  ?, 19%, 6%
- COc1ccc(CC2(CO)CCN(S(=O)(=O)c3c(C)nn(C)c3Cl)CC2)cc1
  -10%, 7%, 6%
- COCCN(C(=O)CSc1nnc(-c2ccccc2OC)o1)c1c(N)n(CC(C)C)c(=O)[nH]c1=O
  4%, -3%, 1%
- Cc1ccc(CNC(=O)c2ccc(N3CCC4(CC3)CC(c3cccc(Br)c3)=NO4)c(NC(=O)c3ccc(Br)cc3)c2)cc1
  -5%, ., 0%
- CCC1CCCCN1C(=O)Cn1c(C(=O)OC)cc2sc(Cl)cc21 (stereo not drawn)
  ?, -12%, 8%
- CCOC(=O)C1=C(COC(=O)CCCOc2ccccc2)NC(=O)NC1C (stereo not drawn)
  -2%, -13%, 5%
- CCc1cc2c(nc1CC)CCN(CC/C(C)=N/O[C@@H](C)CN1CCCCc3nc(C)c(C)cc31)C2
  ., 1%[12.8 µM], 7%[21 µM]
- O=C(Nc1ccccc1Cl)c1cc(S(=O)(=O)N2CCOCC2)cs1
  13%, -8%, 0%
- Cc1cccc(Oc2ccc(N)cc2)c1
  -2%, 0%, 8%
- Cc1c(NC(=O)c2cc(-c3cccs3)nc3ccccc23)c(=O)n(-c2ccccc2)n1C
  21µM*, 1%, -3%

(list continues)
compound	DT40 TDP1 no CPT	N370S GC	TDP1 block
O=C(CN1CCN(c2cccc(Cl)c2)CC1)Nc1ccc(S(=O)(=O)N2CCOCC2)cc1	8.2µM*	-22%	3%
O=C(O)CCSc1ccccn1	0%	-2%	3%
O=C(Nc1ccc(F)cc1F)c1ccc(S(=O)(=O)NCc2ccco2)cc1	-15%	.	0%
O=C(O)CCC(=O)c1ccc2c(c1)OCCCO2	-6%	4%[2.35 µM]	-3%
NC(=S)Nc1ccccc1Br	?	-5%	3%
COc1ccc(CNC(=O)CCN2C(=O)c3ccccc3C2=O)cc1OC	10%	-3%	3%
O=C(Nc1ccc(Br)cc1F)N1CC=C(c2c[nH]c3ccccc23)CC1	0.58µM*	.	3%
Cc1ccc(C(=O)OCC(=O)Nc2ccc3[nH]c(=O)[nH]c3c2)cc1[N+](=O)[O-]	-6%	13%	.
CCCCn1c(SCC(=O)Nc2cccc(OC)c2)nc2ccsc2c1=O	?	.	6%
O=C(CCCn1nnc2ccccc2c1=O)N[C@@H](Cc1ccccc1)C(=O)O	2%	5%	6%
O=C(Nc1cccc(NC(=O)c2ccco2)c1)c1ccc2c(c1)OCO2	?	2%	9%
